IkB sig inh: inhibitors of IkB signaling in ABC-DLBCL cells; ABC-DLBCL IkBa-CBG/CBR dual luciferase ratio, 4 h; response scale: scaled: untreated 0%, proteasome inhibitor 100%; 0.04% of 110,000 active; Potency, µM (top dose mostly 57.1 µM), for inactives: at the top dose IkBa stabilization activation; active = well fitted curve in the direction sought with a large enough effect in the signal ratio, not every such curve was filed as active; inconclusive = small, poorly fitted or top-dose-only effect, or a change in a side signal; the % refers to the signal ratio;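 note: the direction sought is a rising ratio; 0% = basal untreated cells and 100% = reference inhibitor full response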
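In this assay, an IκBα–CBG68 fusion accumulates when IKK-driven degradation is blocked; native CBR normalizes for cell number. OCI-Ly3 cells were treated 4 h with compound and doxycycline, then green and red light read after Chroma-Glo addition.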
Imprint erasure: induces erasure of genomic imprints in mouse ES cells; 0.02% of 110,000 active; mouse ES Peg3-LacZ reporter, beta-gal luminescence, 40 h; Potency, µM (doses to about 60.7 µM), inactives show at the highest dose activity change, positive = activation, most hits filed as activators;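 note: 0% = negative control wells on the plate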
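Imprint erasure is scored as LacZ activity from the silenced maternal Peg3 allele in feeder-free female ES cells cultured 40 h with LIF. Luminescence is normalized to in-plate negative controls and fitted to the Hill equation.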
p53ts 32C tox: cytotoxicity in p53ts cells at permissive temperature | Potency, µM (series often up to 46.1 µM), without a hit: at the highest dose activity change, negative = cytotoxicity, usual class: cytotoxic | H1299-p53A138V at 32C, ATP luminescence viability, 24 h | AID 924 | 0.93% of 130,000 active;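 note: 0% = DMSO and -100% = full killing by reference compound; nearly all actives have a fitted effect of over 55% in size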
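Cells: H1299 p53ts (A138V), 600/well, pre-incubated 16–30 h at 37C. Cpd up to 46 uM, 24 h, 32C. Readout: ATPlite luminescence, 20 min RT. Normalization: DMSO vs tamoxifen 100 uM. AC50 by Hill equation.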
p53ts 39C kill: cytotoxicity in p53ts cells at nonpermissive temperature. Potency, µM (highest dose often 46.1 µM), for inactives: at the top dose activity change, negative = cell killing, most hits filed as cytotoxic. AID 902. 1.5% of 130,000 active. H1299-p53A138V viability at 39C, ATP luminescence, 24 h; note: nearly all actives have a fitted effect of over 55% in size
The depositor's hits bear a star; ? = inconclusive; . = no result given; & = joins results of further samples; [ ] = remark or other dose. Unless noted, calls come from the whole dose curve; as a rule, active = well fitted curve in the direction sought with a large enough effect; inconclusive = small, poorly fitted or top-dose-only effect, or another doubt; inactive = no such curve, though single readings can be large; an effect the other way counts as inactive or inconclusive. Unless noted, % is set by controls: 0 for no effect and ±100 for the full control effect; potency is the fitted concentration of half-maximal effect. No enrichment for hits; 1.7% or so of the library scored in one or more.

SMILES	IkB sig inh	Imprint erasure	p53ts 32C tox	p53ts 39C kill
COc1ccc(S(=O)(=O)N(C)CC(=O)Nc2ccccc2SC)cc1Cl	2.6%	-9%	-10%	1%
Cc1ccc(-c2cc(C(=O)NCc3ccc4c(c3)OCO4)no2)cc1	2.0%	-18%	5%	4%
CNC(=O)CN(c1ccc(OC)cc1)S(=O)(=O)c1ccc(F)cc1	3.6%	-2%	7%	-3%
C=CCn1c(C)cc(C(=O)CSc2nc3ccccc3o2)c1C	?	-31%[inhibitor]	-24%	-24%
C=C(C)C1CC=C(CO)CC1 (configuration not stated)	.	-1%	10%	0%
Cc1ccc(N(C)C(=O)c2cnc(N3CCOCC3)c3ccccc23)cc1C	?	-17%[10.9 µM]	4%	-25%
COc1ccc(OCC(=O)N(Cc2ccc(C)o2)C2CCS(=O)(=O)C2)cc1 (configuration not stated)	?	-11%[10.9 µM]	1%	15%
Cc1ccc(CN2COc3cc(C)c4c(oc(=O)c5ccccc54)c3C2)cc1	-0.2%	-11%[10.9 µM]	9%	25%
COc1cccc(NC(=O)CCc2nnc3n(Cc4ccccc4Cl)c(=O)c4ccccc4n23)c1	8.7%	-6%[10.9 µM]	-4%	-12%
Clc1ccc(-c2ccc(/C=N/Nc3cc(N4CCOCC4)nc(N4CCOCC4)n3)o2)cc1	.	.	-8%	-1%
COc1cccc(NC(=O)/C(C#N)=C/c2c(C)n(Cc3ccccc3)c3ccccc23)c1	?	-15%[10.9 µM]	6%	16%
O=C(O)c1ccc(CSc2nnnn2C2CCCCC2)cc1	-2.0%	-5%	3%	-1%
Cc1cc(C)nc(SCC(=O)NC2=NC(=O)C(C)S2)n1 (configuration not stated)	0.0%	-4%	4%	-3%
c1cncc(-c2nnc(SCCSc3nnc(-c4cccnc4)o3)o2)c1	-1.3%	4%	-1%	-4%
CC(C(=O)N1CC2(C)CC1CC(C)(C)C2)N1C(=O)c2ccccc2C1=O (configuration not stated)	2.7%	-5%	3%	3%
COc1cc(NC(=O)c2ccc(Br)o2)c(C(=O)O)cc1OC	0.6%	-3%	-10%	7%
Cc1ccc(NC(=O)C2CCCN(S(=O)(=O)c3cccc4cccnc34)C2)cc1Cl (configuration not stated)	?	-12%[10.9 µM]	10%	-1%
Cn1c(C2CCCN2C(=O)OC(C)(C)C)n[nH]c1=S (configuration not stated)	0.8%	5%	2%	13%
Cc1ccc(NC(=O)N2CCC(C(=O)Nc3ccc(C)cc3C)CC2)cc1	.	.	2%	16%
CCn1c(Cc2ccccc2)nnc1SCC(=O)NC(C)(C)C	1.3%	-6%	7%	-2%
CCOC(=O)C1CCN(c2cc(=O)n(-c3ccccc3Cl)c(=O)[nH]2)CC1	-1.0%	-1%	0%	2%
Cc1ccc(NC(=O)Cn2cnc3onc(-c4ccc(F)cc4)c3c2=O)c(Cl)c1	?	-7%[10.9 µM]	-10%	-8%
CN1CCN(C2(CNC(=O)COc3ccc(C(C)(C)C)cc3)CCCCC2)CC1	?	-15%[10.9 µM]	-15%	?
CC(C)NC(=O)CCN1C(=O)c2ccccc2Sc2ncccc21	0.6%	-7%[10.9 µM]	-4%	2%
CCc1ccccc1N1C(=O)N(CC(=O)c2ccc(OC)cc2)c2ccccc2S1(=O)=O	-1.2%	-10%[10.9 µM]	13%	36%[activator]

Continued:
SMILES	IkB sig inh	Imprint erasure	p53ts 32C tox	p53ts 39C kill
COCCOC(=O)C1=C(C)NC(C)=C(C(=O)OC(C)C)[C@@H]1c1cccc([N+](=O)[O-])c1	?	-20%	17%	6%
CCC(=O)N1C(=O)CCN(C(C)=O)c2ccccc21	-0.5%	-8%	-3%	-2%
FC(F)(F)c1ccccc1-c1cncnc1-n1ccnc1	-0.1%[11.4 µM]	-8%	15%	0%
CC(C)C(NC(=O)c1ccccc1)C(=O)NCc1ccccn1 (configuration not stated)	-0.3%	-9%	-2%	6%
Cc1nc(-c2ccc(S(=O)(=O)NCc3ccccc3Cl)cc2)co1	1.0%	8%[10.9 µM]	4%	-21%
COc1ccccc1CNC(=O)C1COc2ccccc2O1 (configuration not stated)	-2.3%	-10%	9%	-2%
CC(=O)Nc1ccc(C(=O)CS(=O)(=O)c2ccc(C)cc2)cc1	1.3%	-2%	-8%	-3%
COc1ccc(OC)c(NC(=O)CCN2CC(C)OC(C)C2)c1 (configuration not stated)	0.7%	-10%	8%	21%
O=S(=O)(O)C1CCNCC1	-6.3%	-5%	-1%&28%	-5%&20%
CC(C)Oc1ccc(CNC(=O)c2ccc(NC(=O)c3nsc4ccccc34)cc2)cc1	?	-7%[10.9 µM]	-17%	-35%
Cc1ccc2[nH]c3c(c2c1)CN(C(=O)CN1CCN(c2cccc(C)c2C)CC1)CC3	?	-19%	0%	-9%
CCOC(=O)N1CCC(NC(=O)c2cnn3cccnc23)CC1	1.8%	3%	1%	2%
CCOC(=O)c1sc(N2C(=O)c3oc4ccc(F)cc4c(=O)c3C2c2cccc(OC)c2)nc1C (configuration not stated)	-0.8%	-1%[10.9 µM]	5%	2%
CCc1ccc(CNc2nc3nc(C)c(Cc4ccccc4)c(=O)n3[nH]2)cc1	?	-9%[10.9 µM]	-19%	-19%
COc1ccc(N(CC(=O)Nc2ccc3c(c2)OCO3)S(=O)(=O)c2c(C)nn(C)c2C)cc1	2.4%	-16%	3%	7%
O=c1[nH]c2cc3c(cc2cc1C(c1nnnn1Cc1ccccc1)N1CCCc2ccccc21)OCO3 (configuration not stated)	-0.3%	-4%	-7%	-21%
Cc1cccc(C)c1NC(=O)C1(N(Cc2ccco2)C(=O)CC2NC(=O)NC2=O)CCCCC1 (configuration not stated)	-0.2%	-8%	-1%	-1%
Cc1nnc(N2CCN(C(=O)NCCC(C)C)CC2)c2nn(-c3ccc(Cl)cc3)c(C)c12	-3.6%	-12%[10.9 µM]	-3%	0%
O=C/C(=C\Nc1ccc(Cl)cn1)c1nc2ccccc2o1	.	.	-1%	11%
CC1CCCc2sc3nc(NCc4ccco4)n4ncnc4c3c21 (configuration not stated)	0.6%	-11%	2%	6%
O=C(N1CCCCCC1)N1CCN(S(=O)(=O)N2CCOCC2)CC1	3.4%	6%	1%	3%
Cc1ccc(OCCN2CCN(C(=O)CCC(=O)Nc3nnc(C(C)C)s3)CC2)cc1	-3.4%	-52%[inhibitor]	-17%	-14%
CCn1ccc2cc(S(=O)(=O)N3CCCN(C(=O)Nc4ccccc4C(F)(F)F)CC3)ccc21	0.5%	-18%[10.9 µM]	-4%	-13%
COc1ccc(CC(=O)c2ccc(O)cc2O)cc1	.	-30%	?	-15%
CCN1C(=O)CSc2ccc(C(=O)NCc3ccco3)cc21	4.1%	-4%	0%	4%

The list goes on.
SMILES	IkB sig inh	Imprint erasure	p53ts 32C tox	p53ts 39C kill
O=C(Nc1ccc2oc(-c3ccc4ccccc4c3)nc2c1)c1cccc(Cl)c1Cl	0.6%	-17%[10.9 µM]	-22%	?
COCCN(C(C)=O)c1nnc(-c2ccccn2)s1	-1.2%	-27%	6%	-13%
O=C1CC(C(=O)Nc2nccs2)C(c2ccccc2)O1 (configuration not stated)	1.4%	-3%	-9%	4%
S=C(NC1CCCCC1)N1CCC([C@H]2C=NC=N2)CC1	0.6%[25.6 µM]	-2%[16.8 µM]	4%[20.6 µM]	4%[20.6 µM]
CCOc1cc(CNC(=O)CN2CCSc3ccccc32)cc(OCC)c1OCC	-1.7%	-8%[10.9 µM]	-7%	-18%
COc1ccc(Nc2nc(N)nc(CN3CCOCC3)n2)cc1	-1.1%	.	-11%	0%
Cc1ccc(Cl)cc1N1CCN(C(=O)Cn2cnc3onc(-c4ccc(F)cc4)c3c2=O)CC1	?	4%[10.9 µM]	1%	-17%
Cc1nnc(SCCC(=O)Nc2nc(-c3ccccc3)ns2)s1	?	-39%[inhibitor]	42%[activator]	35%[activator]
COc1ccc2c(c1)c(=O)oc1cc(OCC(=O)NC3CC3)ccc12	-0.7%	-15%	6%	5%
Cc1cc(O)c(C(C)C)cc1NC(=O)Nc1cccc2ccccc12	1.0%[11.4 µM]	-7%[10.9 µM]	6%[9.22 µM]	1%[9.22 µM]
CCc1ccc(NC(=O)c2cnn(-c3c(C)cccc3C)c2C2CCN(C(=O)OC(C)(C)C)CC2)cc1	?	-12%[10.9 µM]	-12%	6%
COc1ccccc1C1=NOC(Cn2c(=O)c3c(ncn3C)n(C)c2=O)C1 (configuration not stated)	4.9%	-18%	-6%	-11%
CCN(C(=O)c1cc2c(=O)oc3ccccc3c2s1)c1cccc(C(F)(F)F)c1	0.5%	-6%[10.9 µM]	3%	10%
CCOc1ccccc1CNCc1c(C(=O)O)n(Cc2ccccc2)c2cc(OC)ccc12	?	-15%[10.9 µM]	-3%	-15%
COc1ccc(C2CC(=O)N3CN(c4ccc(C)c(Cl)c4)CSC3=C2C#N)cc1 (configuration not stated)	4.4%	-9%	-7%	-16%
NS(=O)(=O)c1ccc(NC(=O)CCc2ccccc2)cc1	0.3%	5%	2%	-8%
CCCCNC(=O)C1CC(=O)N(CCC(C)C)C1 (configuration not stated)	-1.4%	-18%	-4%	-1%
CCOC(=O)C(C)n1cnc2c(cnn2-c2ccc(Cl)cc2)c1=O (configuration not stated)	0.0%	-12%	4%	-14%
Cn1c(C(=O)N2CCN(C(=O)c3ccco3)CC2)cc2c(=O)n3ccccc3nc21	-2.2%	-6%	-23%	8%
CCCC(=O)N(c1ccc(OC)cc1)C1C=CS(=O)(=O)C1 (configuration not stated)	0.1%	-2%	20%	19%
Cc1nn(Cc2ccccc2)c(C)c1CCC(=O)O	-0.4%	-14%	3%	13%
O=S(=O)(c1ccccc1)c1nnn2c1nc(NCc1ccc(Cl)cc1)c1sccc12	-1.6%	6%[10.9 µM]	4%	-15%
COc1ccc(-c2cc(C(=O)Oc3ccc(Br)cc3)c3ccccc3n2)cc1	1.5%	-18%[10.9 µM]	?	13µM*
CCc1nn(CC(=O)Nc2cccc(C(C)=O)c2)c(=O)c2cc3sccc3n12	1.7%	-5%[10.9 µM]	-7%	-5%
CCOC(=O)NC(=O)CSc1nnnn1-c1ccccc1	1.3%	-1%	-1%	9%

Next section:
SMILES	IkB sig inh	Imprint erasure	p53ts 32C tox	p53ts 39C kill
CCN1CCN(C(=O)Cn2ncc3c4ccccc4n(Cc4c(C)cc(C)cc4C)c3c2=O)CC1	?	-6%[10.9 µM]	-3%	?
Cc1cc(Cl)ccc1OCCCC(=O)N1CCOCC1	-3.4%	-14%	6%	-14%
O=C(NCc1cccs1)C1CCN(S(=O)(=O)N2CCCC2)CC1	-0.9%	-9%	-6%	-9%
COc1ccc(CCNC(=O)C2CCN(Cc3nc(-c4ccccc4F)oc3C)CC2)cc1OC	-0.3%	-16%	25%	-10%
O=C(COc1ccccc1)NCCn1ccc2ccccc21	1.7%	0%	-7%	-3%
COc1ccc(C2(CNC(=O)C(=O)Nc3cccc(C(F)(F)F)c3)CCCC2)cc1OC	2.9%	-14%[10.9 µM]	10%	-17%
CCc1ccc(N=C2NC(=O)CC(C(=O)Nc3ccc(OC)cc3)S2)cc1 (configuration not stated)	2.7%	-5%[10.9 µM]	5%	11%
S=C1NCCc2ccc(Cl)cc2C1c1ccccc1 (configuration not stated)	.	.	2%	-4%
Cc1ccc(CN2C(=O)C(O)(c3c(C)[nH]c4ccccc34)c3ccccc32)cc1 (configuration not stated)	?	-26%[10.9 µM]	-2%	-23%
O=C1C=CC(=O)c2c(O)c(Cl)c(Cl)c(O)c21	.	?	?	?

Reprinted at random: 2 records from the list.
SMILES	IkB sig inh	Imprint erasure	p53ts 32C tox	p53ts 39C kill
CCn1ccc2cc(S(=O)(=O)N3CCCN(C(=O)Nc4ccccc4C(F)(F)F)CC3)ccc21	0.5%	-18%[10.9 µM]	-4%	-13%
CC(C)Oc1ccc(CNC(=O)c2ccc(NC(=O)c3nsc4ccccc34)cc2)cc1	?	-7%[10.9 µM]	-17%	-35%

Structures above containing a COOH group, in the order listed:
SMILES	IkB sig inh	Imprint erasure	p53ts 32C tox	p53ts 39C kill
O=C(O)c1ccc(CSc2nnnn2C2CCCCC2)cc1	-2.0%	-5%	3%	-1%
COc1cc(NC(=O)c2ccc(Br)o2)c(C(=O)O)cc1OC	0.6%	-3%	-10%	7%
CCOc1ccccc1CNCc1c(C(=O)O)n(Cc2ccccc2)c2cc(OC)ccc12	?	-15%[10.9 µM]	-3%	-15%
Cc1nn(Cc2ccccc2)c(C)c1CCC(=O)O	-0.4%	-14%	3%	13%

From PubChem
